GalR3 antagonist – GalR3 antagonists in HEK293 cells, primary screen, cell-based, fluorescence readout; Galanin receptor type 3 (Homo sapiens), O60755; HEK293 GalR3-CNG cAMP membrane potential fluorescence; galR3 body fused to GalR1 C-terminus; inhibition, % at 3 µM; 0.44% of 360,000 active; AID 651719, 2012;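 active = inhibition above the screen-wide average plus 3 SD, cut at about 13% in these data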;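 note: forskolin and galanin both at EC90 stimulate the cells; cAMP rise reported by CNG channel membrane potential dye signal; 0% = forskolin plus galanin with DMSO and 100% = forskolin alone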
MEKK2 mut-MEK5 – MEK5 binding signal on mutant MEKK2 PB1, primary screen, biochemical, multiplex bead flow cytometry, Alexa488-MEK5; Alexa488-MEK5 binding to MEKK2 mutant; percent response, % at 10 µM; 0.35% of 290,000 active; in the data active = percent response above about 24%, passing the limit was not always enough; note: inactives centre near 1; some results filed as inactive read as strong as hits; reference of the scale not given here
MEKK2wt PB1 HTS – modulators of MEK5 binding to wildtype MEKK2, primary screen, biochemical, multiplex bead flow cytometry, Alexa488-MEK5. Alexa488-MEK5 binding to MEKK2 WT; actives lie on both sides. binding response (% of control), % at 10 µM. 1.1% of 290,000 active. AID 1531, 2009; in the data active = binding response below about 67% or above about 130%
V1aR counter – agonists of human V1a receptor, primary screen, counter-screen for OXTR agonist project, fluorescence, CHO-V1R cells | Fluo-8 calcium fluorescence, agonist mode; 0% DMSO, 100% 3 nM vasopressin | activation, % at 3 µM | 0.25% of 320,000 active;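 active = activation above the mean activation of all tested compounds plus 3 SD, per screening run, cut at about 20% in these data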;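 note: signal is peak over basal fluorescence ratio across a 100 second FLIPR read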
Target sequence (P37288 whole entry, looked up): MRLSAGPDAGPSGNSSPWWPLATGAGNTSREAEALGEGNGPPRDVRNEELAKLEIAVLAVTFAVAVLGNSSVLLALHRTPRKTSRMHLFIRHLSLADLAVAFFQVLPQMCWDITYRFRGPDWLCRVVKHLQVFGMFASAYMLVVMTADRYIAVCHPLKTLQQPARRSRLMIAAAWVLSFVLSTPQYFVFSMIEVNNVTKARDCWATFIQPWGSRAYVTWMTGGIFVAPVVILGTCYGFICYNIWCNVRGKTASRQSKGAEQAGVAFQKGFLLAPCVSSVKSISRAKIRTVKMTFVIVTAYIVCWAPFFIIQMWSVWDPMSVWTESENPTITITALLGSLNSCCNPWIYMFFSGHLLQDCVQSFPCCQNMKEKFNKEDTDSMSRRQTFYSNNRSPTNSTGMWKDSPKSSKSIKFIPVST
PHOSPHO1 block – PubChem AID 1565; Phosphoethanolamine/phosphocholine phosphatase (Homo sapiens), Q8TCT1; recombinant PHOSPHO1, absorbance phosphatase assay; inhibition, % at 13.3 µM; 1.1% of 290,000 active; in the data active = inhibition above about 60%
MEKK3 PB1 HTS – modulators of MEKK3-MEK5 PB1 binding, primary screen, biochemical, wildtype MEKK3, multiplex bead flow cytometry, Alexa488-MEK5; Mitogen-activated protein kinase kinase kinase 3 (Homo sapiens), Q99759; binding response (% of control), % at 10 µM; 1.4% of 290,000 active; bead-based flow cytometry, Alexa488-MEK5 binding to MEKK3; actives lie on both sides; 0 = blocked by unlabeled MEK5, 100 = vehicle;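 active = binding response more than 3 SD above or below the average of its plate-row segment, actives on both sides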;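 note: Alexa488 bead fluorescence after subtracting the streptavidin-only scavenger bead signal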
OXTR agonist – human OXTR agonists, primary screen, fluorescence, CHO-OTR cells, Fluo-8 calcium; activation, % at 3 µM; Fluo-8 calcium fluorescence; normalized: DMSO 0%, oxytocin 100%; 0.32% of 320,000 active;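 active = activation above the mean of all tested compounds plus 3 SD, cutoff set per screening run, cut at about 20% in these data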;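 note: peak over basal fluorescence ratio from a 100 s FLIPR kinetic read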
Target sequence (P30559 whole entry, looked up): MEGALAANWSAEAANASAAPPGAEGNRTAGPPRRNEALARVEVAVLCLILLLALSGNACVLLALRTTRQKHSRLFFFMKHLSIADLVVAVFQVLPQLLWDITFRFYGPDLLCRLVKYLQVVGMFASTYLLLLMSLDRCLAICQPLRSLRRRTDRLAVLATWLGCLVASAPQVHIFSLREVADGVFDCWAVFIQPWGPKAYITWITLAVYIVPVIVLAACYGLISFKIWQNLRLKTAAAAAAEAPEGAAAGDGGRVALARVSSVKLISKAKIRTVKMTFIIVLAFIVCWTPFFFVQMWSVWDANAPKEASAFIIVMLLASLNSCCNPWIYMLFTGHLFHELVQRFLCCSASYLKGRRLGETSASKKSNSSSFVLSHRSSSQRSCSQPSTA
NALP1 yeast inh – NALP1 inflammasome inhibitors in reconstituted yeast, colorimetric, S. cerevisiae, triplicate retest | S. cerevisiae NALP1/ASC/caspase-1 growth, X-gal OD620, 72 h | inhibition, % at 10 µM | 0.61% of 280,000 active; in the data active = inhibition mostly above about 24%, no sharp cut-off; inactive = mostly below about 32%; note: some compounds called inactive have numbers as strong as hits
GPR7 antagonist – GPR7 receptor antagonists, primary screen, cell-based, fluorescence, single concentration | Neuropeptides B/W receptor type 1 (Homo sapiens), P48145 | GPR7-expressing cells, fluorescence antagonist assay | inhibition, % at 4.4 µM | 1.1% of 290,000 active | AID 1861, 2009; in the data active = inhibition above about 16%, passing the limit was not always enough;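 note: cells stimulated with the agonist NPW; 0% = agonist with vehicle and 100% = vehicle without agonist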
The depositor's hits bear a star; · = not tested or not shown; [ ] = dose if it differs, or a comment.

smiles,MEKK2wt PB1 HTS,PHOSPHO1 block,NALP1 yeast inh,MEKK3 PB1 HTS,MEKK2 mut-MEK5,OXTR agonist,GalR3 antagonist,GPR7 antagonist,V1aR counter
Cc1sc2nc(CSCC(=O)N(C)c3ccccc3)[nH]c(=O)c2c1C,97.0,9.1,·,109.0,2.0,1.2,-4.8,-7.5,0.1
COc1ccccc1C1/C(=C(/O)c2ccccc2)C(=O)C(=O)N1CCO (configuration not stated),92.0,29.8,3.1,91.0,-4.0,0.8,0.8,3.0,-0.2
CN(c1ccc([N+](=O)[O-])cc1/C=N/NC(=O)COc1ccccc1)C1CCCCC1,99.0,-12.0,-26.2,98.0,-1.0,-0.1,1.6,-1.2,1.1
COc1cc(/C=N/NS(=O)(=O)c2ccc(C(C)(C)C)cc2)cc([N+](=O)[O-])c1O,48.0*[inhibitor],45.5,-11.5,96.0,14.0,0.3,-8.9,-17.8,0.2
CCC(C)(C)NC(=O)C(c1ccc(O)cc1)N(C(=O)Cn1nnc2ccccc21)c1ccc(NC(C)=O)cc1 (configuration not stated),104.0,52.9,·,109.0,4.0,-0.2,0.2,-17.8,0.7
COC(=O)c1ccc(NC(=O)c2cccc(OC)c2)cc1,112.0,16.7,-6.1,102.0,5.0,0.1,-6.3,1.0,0.5
CCOc1cccc(N2C(=O)CC(N3CCC(C(N)=O)(N4CCCCC4)CC3)C2=O)c1 (configuration not stated),88.0,21.3,8.8,90.0,-4.0,5.5,1.0,2.1,-0.1
Cc1ccc([N+](=O)[O-])c(NC2OC(CO)C(O)C2O)c1 (configuration not stated),100.0,8.4,0.6,102.0,7.0,0.5,-2.2,-13.6,-0.2
CCOc1cc(CNCCSc2nnnn2C)cc(Br)c1OCc1ccc(F)cc1,131.0,8.4,42.7,97.0,33.0,4.0,-5.2,23.4,2.2
Cn1nccc1C(=O)N1CCCC(C(=O)c2cccc3ccccc23)C1 (configuration not stated),97.0,43.6,1.6,101.0,-3.0,0.0,-3.0,-2.0,1.3
CC(C)C(=O)Nc1nnc(SCc2cccc(F)c2)s1,99.0,53.2,25.4,106.0,-5.0,-1.6,-6.2,-6.3,-0.3
COc1cccc(Oc2ncnc(N)c2[N+](=O)[O-])c1,99.0,·,10.2,98.0,2.0,0.1,-7.0,5.7,-0.3
COc1ccc(NS(=O)(=O)c2ccc(Oc3ncccn3)cc2)cc1,99.0,-16.0,-4.3,104.0,4.0,10.2,-3.8,5.4,8.8
CCc1nnc(NS(=O)(=O)c2ccc(N)cc2)s1,104.0,15.1,2.1,101.0,3.0,0.3,0.6,-4.0,0.4
CCCSc1nnc2n(N)c(=O)c3ccccc3n12,95.0,46.1,5.1,101.0,1.0,0.4,-4.3,-7.3,0.2
COc1ccc(CCNC(=O)CCCn2c(=O)c3cccn3c3cccnc32)c(OC)c1OC,106.0,31.5,3.6,105.0,7.0,-1.0,-5.8,-14.6,-0.6
CC(C)OC(=O)c1cc2c(ccn2C)n1CC(=O)N(Cc1ccccc1)c1ccccc1,104.0,-6.9,33.9,105.0,-1.0,-1.6,-3.2,-13.1,1.0
COC(=O)c1ccc2c(=O)n(C3CCCCC3)c(SCC#N)nc2c1,95.0,20.9,21.2,98.0,-4.0,-1.2,3.2,-3.0,-0.4
CCOc1ccc(C2C=C(c3ccccc3)Nc3nnnn32)cc1 (configuration not stated),106.0,0.7,14.7,104.0,3.0,-0.3,-4.8,-10.3,0.0
CCNc1nc(ON=C(C)C)nc(N(C)C)n1,97.0,31.1,7.5,89.0,-2.0,-0.5,1.1,-5.6,0.6
CCN1/C(=C/C=C/C=C/C=C/c2sc3ccccc3[n+]2CC)Sc2ccccc21,72.0*[inhibitor],15.9,39.3*,30.0*[inhibitor],-15.0,-0.1,-13.3,2.1,-0.3
COC(=O)c1ccc(NC(=O)CN2CCN(c3ccccn3)CC2)cc1,105.0,37.3,0.8,106.0,-4.0,-0.6,1.2,3.0,0.5
O=S(=O)(c1ccc(Br)cc1)N1CCN(c2ccccc2)CC1,99.0,24.3,0.1,100.0,2.0,-1.2,-10.4,-5.0,-0.6
O=C(c1ccc(C#CC2(O)CCCCC2)cc1)N1CCN(C(c2ccccc2)c2ccccc2)CC1,106.0,-51.2,6.3,105.0,8.0,-0.7,7.7,-14.6,-0.1
CCNC(=S)Nc1ccc(C)c(Cl)c1,100.0,-21.3,24.1,109.0,-1.0,0.1,-1.1,-6.9,-0.2
CC1CN(C2CCN(C(=O)c3ccccc3)CC2)CC(C)O1 (configuration not stated),103.0,7.1,19.4,100.0,5.0,0.8,-4.2,-6.0,0.0
CCN1C(=O)C(CC(=O)NCc2ccc(Cl)cc2)N(CC)C1=O (configuration not stated),99.0,-13.6,5.6,100.0,3.0,0.1,·,-12.3,1.4
Cc1ccc(N2C(=O)N(C(C)C)C(C)(C)CC2(C)O)cc1 (configuration not stated),90.0,27.3,9.1,91.0,-8.0,-4.7,-3.7,-12.3,-1.2
Cc1cc(C)nc(SCCS(=O)Cc2ccc(Cl)cc2)n1 (configuration not stated),104.0,20.8,21.2,103.0,4.0,-1.5,0.7,-0.6,0.0
CCOC(=O)C1=C(N)n2c(s/c(=C\c3cccnc3)c2=O)=C(C(=O)OC)C1c1cccnc1 (configuration not stated),109.0,·,·,100.0,2.0,-1.3,-3.0,-8.1,0.2

Random excerpt: 2 compounds from above.
smiles,MEKK2wt PB1 HTS,PHOSPHO1 block,NALP1 yeast inh,MEKK3 PB1 HTS,MEKK2 mut-MEK5,OXTR agonist,GalR3 antagonist,GPR7 antagonist,V1aR counter
Cn1nccc1C(=O)N1CCCC(C(=O)c2cccc3ccccc23)C1 (configuration not stated),97.0,43.6,1.6,101.0,-3.0,0.0,-3.0,-2.0,1.3
Cc1sc2nc(CSCC(=O)N(C)c3ccccc3)[nH]c(=O)c2c1C,97.0,9.1,·,109.0,2.0,1.2,-4.8,-7.5,0.1

(next part)
smiles,MEKK2wt PB1 HTS,PHOSPHO1 block,NALP1 yeast inh,MEKK3 PB1 HTS,MEKK2 mut-MEK5,OXTR agonist,GalR3 antagonist,GPR7 antagonist,V1aR counter
COC(=O)COc1cccc2c(=O)n(CC(=O)NCc3ccccc3)ccc12,94.0,12.9,·,89.0,-19.0,-0.2,4.2,10.6,-0.1
COC(=O)C1C(O)=C(C=Nc2cccc3ccccc23)C(=O)CC1(C)C (configuration not stated),90.0,15.7,-51.6,92.0,-3.0,-2.7,-2.2,-9.5,-1.1
O=C(Cn1c(=O)c2cccn2c2ccc(F)cc21)N1CCN(c2ccc(F)cc2)CC1,98.0,32.9,0.6,97.0,0.0,0.5,-8.0,-2.4,2.4
Cc1ccccc1Oc1nc2c(C)cccn2c(=O)c1/C=C(\C#N)C(=O)NC1CCS(=O)(=O)C1 (configuration not stated),93.0,28.5,5.7,94.0,-6.0,-1.3,-4.1,1.6,-0.7
CCOC(=O)c1ccc(N=c2sc(C(=O)OC)cc(=O)n2Cc2ccc3c(c2)OCO3)cc1,104.0,-1.3,9.4,104.0,4.0,-0.1,·,-8.8,0.4
Cc1nnsc1C(=O)NNS(=O)(=O)c1ccccc1,104.0,22.9,1.0,102.0,8.0,1.1,-3.7,-11.5,1.1
CCOc1cc(CNCCO)cc(Br)c1OCc1ccccc1Cl,142.0*,33.8,31.9*,102.0,12.0,18.9,-9.8,10.3,11.8
CCCC(=O)Nc1ccc(C(=O)N/N=C2\CC(=O)CC(C)(C)C2)cc1,97.0,-17.0,27.1,98.0,1.0,0.1,-4.2,-4.9,-0.1
CC1CCN(C(=O)C2CCCN(c3ncnc4c3nc3n4CCCCC3)C2)CC1 (configuration not stated),100.0,22.6,7.9,99.0,4.0,-1.9,3.3,-22.4,-1.3
CCOC(=O)c1[nH]cnc1C(=O)O,109.0,-32.1,12.8,111.0,13.0,0.2,-4.0,-14.7,0.8
C#Cc1ccc([C@@H]2C=C(C(=O)O)O[C@H](OCc3ccc(CO)cc3)C2)cc1,97.0,-0.2,-1.3,105.0,5.0,-0.4,1.7,-6.0,0.2
CCCCc1ccc(NC(=S)NCCO)cc1,89.0,41.8,-9.5,94.0,-12.0,-1.4,-1.4,-4.2,-0.1
COc1cc(/C=C(/C#N)C(=O)Nc2ccccc2)ccc1OCc1ccc(C(=O)O)cc1,97.0,42.1,13.7,100.0,1.0,1.8,-3.8,3.6,1.2
Cc1ccc(S(=O)(=O)N2CCC(N3CCC(C)CC3)CC2)cc1,112.0,28.0,15.2,105.0,8.0,-0.7,-3.3,-17.7,-0.5
O=c1c2c(ncn1Cc1ccccc1)nc1n2CCC1,106.0,-9.8,14.5,108.0,-1.0,0.0,-3.1,5.4,0.6
O=C(NCCc1ccccc1)C1CCCN(C(=O)NC2CCCCC2)C1 (configuration not stated),100.0,-14.9,10.2,99.0,-3.0,-0.9,-3.5,-8.7,0.0
CC(Oc1ccc(Cl)cc1)C(=O)N1CCCc2ccccc21 (configuration not stated),108.0,28.7,16.0,102.0,7.0,-0.6,-2.6,-15.9,0.0
O=[N+]([O-])c1ccc(-c2nnc3cccc(Cl)n23)cc1,110.0,·,-5.8,108.0,13.0,-1.1,-8.9,-6.0,-0.3
O=C(O)c1ccccc1NCCO,104.0,12.3,6.2,101.0,3.0,-0.8,-7.7,-3.5,-0.7
CCOc1cc(S(=O)(=O)n2cc(-c3ccc(F)cc3)c(N)n2)cc(OCC)c1OCC,100.0,-1.2,7.2,97.0,-4.0,-2.2,-2.3,-2.9,-1.1
Clc1ccc2oc(SCc3cccnc3)nc2c1,101.0,28.4,18.0,99.0,1.0,3.8,1.7,14.8,3.6
COc1ccc(CN(CC(=O)NCC2CCCO2)C(=O)CCC(=O)Nc2cc(C)on2)cc1 (configuration not stated),101.0,-1.9,0.2,106.0,2.0,0.7,0.1,-10.9,0.5
Oc1[nH]c(=S)sc1C=C1N=c2ccccc2=N1,97.0,24.6,3.8,104.0,1.0,0.1,-5.4,-8.5,0.3
CCCCNS(=O)(=O)C1CCS(=O)(=O)C1 (configuration not stated),109.0,22.8,-3.0,106.0,10.0,-0.3,-4.2,0.1,0.2
Cc1cc(F)ccc1NS(=O)(=O)c1c(C)nc2scc(C)n2c1=O,98.0,36.0,10.4,99.0,-4.0,4.0,-9.6,10.3,3.5

A different layout for 2 compounds above:
Results follow in this order: MEKK2wt PB1 HTS | PHOSPHO1 block | NALP1 yeast inh | MEKK3 PB1 HTS | MEKK2 mut-MEK5 | OXTR agonist | GalR3 antagonist | GPR7 antagonist | V1aR counter
O=[N+]([O-])c1ccc(-c2nnc3cccc(Cl)n23)cc1
→ 110.0 | · | -5.8 | 108.0 | 13.0 | -1.1 | -8.9 | -6.0 | -0.3
O=C(O)c1ccccc1NCCO
→ 104.0 | 12.3 | 6.2 | 101.0 | 3.0 | -0.8 | -7.7 | -3.5 | -0.7

High-throughput results deposited in PubChem by several laboratories.
